Screening results from PubChem.
tim10-1 inh: growth inhibitors of tim10-1 mutant yeast, primary screen, luminescence, uHTS; inhibition, % at 20 µM; actives 2.2% (n = 330,000); S. cerevisiae tim10-1 ts strain growth, BacTiter-Glo, 24 h;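 active means inhibition of at least 40%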;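 further: mutant grown at 25 °C; 0% = DMSO wells with yeast and 100% = wells holding no yeast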
beta cell repl: inducers of MIN6 beta-cell proliferation, primary screen, ATP luminescence, uHTS | AID 2380, 2010 | MIN6 cells proliferation, ATPlite luminescence, 48 h; cells starved in 0.2% serum; 100% = growth in 10% serum | proliferation, % at 10 µM | actives 0.29% (n = 330,000);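 active means compounds whose signal lies at least 3.5 SD above the mean of all wells on their plate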;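 further: 0% = DMSO-treated cells in low-serum medium and 100% = 10% serum control; some compounds called inactive have numbers as strong as hits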
APJ antag: antagonists of human apelin receptor APJ, primary screen, CHO-K1 cells, beta-arrestin complementation, luminescence; P35414; inhibition, % at 20 µM; actives 0.32% (n = 330,000);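 active means inhibition above about 40% at 20 µM, limit read from the data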;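 further: cells challenged with 10 nM apelin-13 agonist together with compound; plate controls were apelin-13 plus DMSO wells for no effect and DMSO wells lacking apelin-13 for full effect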
Target sequence (P35414 whole entry, looked up): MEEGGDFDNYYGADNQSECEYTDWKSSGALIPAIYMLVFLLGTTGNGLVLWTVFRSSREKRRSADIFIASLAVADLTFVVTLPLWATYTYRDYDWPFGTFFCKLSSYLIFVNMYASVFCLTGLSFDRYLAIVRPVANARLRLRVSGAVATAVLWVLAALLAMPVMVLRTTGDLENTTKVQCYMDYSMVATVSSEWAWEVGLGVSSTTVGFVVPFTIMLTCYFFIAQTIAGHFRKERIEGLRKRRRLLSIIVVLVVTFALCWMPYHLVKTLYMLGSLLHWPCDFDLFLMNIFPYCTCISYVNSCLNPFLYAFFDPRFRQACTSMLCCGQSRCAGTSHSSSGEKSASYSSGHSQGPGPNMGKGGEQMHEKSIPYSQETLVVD
GRIN3A LBD mod: binders of NR3A ligand-binding domain, primary screen, biophysical, differential scanning fluorimetry, uHTS. NR3A LBD differential scanning fluorimetry, Tm shift; 0% = protein alone, 100% = glycine-bound protein. Glutamate receptor ionotropic, NMDA 3A (GRIN3A) ligand-binding domain. actives 2.5% (n = 340,000). Tm shift relative to glycine control, % at 25 µM;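 active means melting temperature shift of at least 10% of the positive control shift, at one fixed dose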
TIM10 inh: growth inhibitors of isogenic TIM10 control yeast, primary screen, counter-screen for tim10-1 yeast inhibitor project, luminescence, uHTS. S. cerevisiae TIM10 strain growth, BacTiter-Glo luminescence, 24 h. inhibition, % at 10 µM. actives 1.4% (n = 330,000). AID 463195, 2010;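 active means inhibition of 40% or more at the single tested concentration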;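 further: wild-type TIM10 isogenic control strain grown at permissive 25 °C; 0% = DMSO yeast wells and 100% = minimal medium wells without yeast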
tim23-1 inh: growth inhibitors of tim23-1 mutant yeast, primary screen, luminescence, uHTS. actives 1.3% (n = 330,000). AID 463212, 2010. S. cerevisiae tim23-1 growth, BacTiter-Glo luminescence, 24 h. inhibition, % at 20 µM;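 active means growth inhibition of the mutant yeast at or above 50%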;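 further: temperature-sensitive mutant grown at 25 °C; plate controls were DMSO-treated mutant yeast for no effect and medium wells lacking yeast for full effect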
NLRP3 yeast inh: NALP3 inflammasome inhibitors in reconstituted yeast, primary screen, luminescence, uHTS; Yeast reconstituted NLRP3/ASC/caspase-1, beta-gal luminescence, 24 h; inhibition, % at 10 µM; actives 0.39% (n = 330,000); AID 2825, 2010;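 active means inhibition of 50% or more; inactive means inhibition below 50%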;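 further: plate controls were induced DMSO wells for no effect and uninduced yeast grown without galactose for full effect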
MPTP block: mitochondrial permeability transition pore inhibitors, primary screen, biochemical, isolated mouse mitochondria, absorbance | actives 1.4% (n = 360,000) | Ca2+ swelling absorbance, 30 min | inhibition, % at 10 µM;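 active means inhibition of 50% or more, scaled per plate between neutral and stimulator controls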;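 further: 0% = DMSO wells given calcium and 100% = 1 mM EGTA wells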
APJ agonist: agonists of human apelin receptor APJ, primary screen, CHO-K1 cells, PathHunter beta-arrestin, luminescence. P35414. 0% DMSO wells, 100% apelin. activation, % at 20 µM. actives 0.11% (n = 330,000);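 active means activation more than six SD over the plate average, tested at 20 µM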;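 further: 0% = DMSO alone and 100% = apelin-13 at 10 nM; some results filed as inactive read as strong as hits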
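Assay system – PathHunter CHO-K1 APJ (AGTRL-1) beta-arrestin reporter cells · Compound – one dose, 20 µM compound, 1% DMSO · Timing – compound 90 min 25 °C, reagent 1 h · Measured by – luminescence from split beta-galactosidase complementation, Galacton Star/Emerald II substrate · Measure – beta-arrestin recruitment to APJ as agonist activity, luminescent signal · Benchmarks – DMSO vs Apelin-13 10 nM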
* marks the source's active call; other numbers are inactive results. Rows are unselected; 7.2% or so of the library scored in one or more.

Start of the data: the first 5 compounds, to show the layout:
SMILES	tim10-1 inh	beta cell repl	APJ antag	GRIN3A LBD mod	TIM10 inh	tim23-1 inh	NLRP3 yeast inh	MPTP block	APJ agonist
O=C(COc1ccc(Cl)cc1Cl)N/N=C1\CCCc2ccccc21	17	-1	-19	-4	21	24	28	0.8	-3
CCCC(=O)Nc1ccccc1NC(=O)CCC	5	0	1	4	12	2	2	-11	-2
CC(C)(C)c1ccc(OCC(=O)NNC(=S)NC(=O)c2ccccc2[N+](=O)[O-])c(Br)c1	36	-6	39	-2	49*	45	26	35	-6
C#CCNC(=O)C1=C[C@H](c2ccccc2)[C@@H](CCCO)[C@H](OCC)O1	-20	1	-47	-4	-3	-3	14	-1.3	-5
CC(=O)c1ccc(OCCCC(=O)N2CCN(S(=O)(=O)c3ccc(C)cc3C)CC2)cc1	-17	-1	-8	4	-6	-54	34	0.4	-3

Main list, repeating the preview:
SMILES	tim10-1 inh	beta cell repl	APJ antag	GRIN3A LBD mod	TIM10 inh	tim23-1 inh	NLRP3 yeast inh	MPTP block	APJ agonist
O=C(COc1ccc(Cl)cc1Cl)N/N=C1\CCCc2ccccc21	17	-1	-19	-4	21	24	28	0.8	-3
CCCC(=O)Nc1ccccc1NC(=O)CCC	5	0	1	4	12	2	2	-11	-2
CC(C)(C)c1ccc(OCC(=O)NNC(=S)NC(=O)c2ccccc2[N+](=O)[O-])c(Br)c1	36	-6	39	-2	49*	45	26	35	-6
C#CCNC(=O)C1=C[C@H](c2ccccc2)[C@@H](CCCO)[C@H](OCC)O1	-20	1	-47	-4	-3	-3	14	-1.3	-5
CC(=O)c1ccc(OCCCC(=O)N2CCN(S(=O)(=O)c3ccc(C)cc3C)CC2)cc1	-17	-1	-8	4	-6	-54	34	0.4	-3
Cc1ccc(S(=O)(=O)N(CC(=O)N(C)C)c2cccc([N+](=O)[O-])c2)cc1	7	1	-5	-1	18	20	8	-1.5	-1
COC(=O)c1ccc(CSc2nc3ccccc3c(=O)n2CC(C)C)o1	8	-2	9	20*	8	17	32	2.0	-7
CCOc1ccc(Br)cc1S(=O)(=O)N1CCCC1	8	0	9	2	17	13	17	-1.4	10
CCCN1CN(CCc2ccccc2)CNC1=S	28	0	-14	-2	3	0	-15	-1.4	-1
O=C(Cc1c(Cl)cccc1Cl)NCCc1ccc(Cl)cc1	9	2	-2	-5	1	-8	7	10	-3
CC1(C)CC(=O)/C(=C(/O)CCCN2C(=O)c3ccccc3C2=O)C(=NC(C)(C)C)C1	23	4	-6	-1	5	44	5	0.1	1
COc1ccccc1C(=O)Nc1cc2cc(Cl)ccc2oc1=O	35	-4	8	-3	1	-1	18	0.0	2
CC1CCN(C(=O)C2CCN(S(=O)(=O)c3cccc4cccnc34)CC2)CC1	19	-2	15	1	1	7	13	-1.0	-3
COC(=O)c1ccc(/C=C2\CCn3c2nc2cc(C(=O)O)ccc2c3=O)cc1	11	-3	13	1	7	8	28	-0.1	-5
CN(C)S(=O)(=O)N(CC(=O)N1CCC(Cc2ccccc2)CC1)c1ccccc1	21	0	12	-2	25	20	25	-0.8	-4
Cc1cc2ncn(C(=O)c3c(-c4ccccc4Cl)noc3C)c2cc1C	29	-1	7	1	25	10	11	0.7	4
C[C@@]12C(=O)Nc3ccccc3C(=O)N1[C@H]1c3cc(Cl)ccc3OC[C@@H]1[C@@H]2c1ccccc1	22	-6	0	-2	22	45	0	-0.1	-2
Cc1nn(CCC#N)c(NC(=O)c2ccc(Cl)cc2)c1P(=O)(Nc1ccc([N+](=O)[O-])cc1)N1CCOCC1 (stereo not drawn)	10	1	17	0	-12	-5	0	1.1	-2
O=C(CN(c1cccc(C(F)(F)F)c1)S(=O)(=O)c1ccc(Cl)c([N+](=O)[O-])c1)NCc1ccc(F)cc1	21	-3	3	5	4	10	14	74*	1
CN(C)C(=O)c1ccc2c(c1)C1C3CCC(C3)C1C(c1ccccc1)N2 (stereo not drawn)	46*	0	15	-1	29	31	26	2.7	0
Cc1nc(NC(=O)CN2CC(C)OC(C)C2)sc1C(=O)N(C)C (stereo not drawn)	-8	-4	7	0	15	2	8	-0.7	-1
NC(=O)CC(NC(=O)c1ccc(Br)cc1)c1ccc(NCCc2ccc(F)cc2)c([N+](=O)[O-])c1 (stereo not drawn)	11	-8	-2	2	-1	16	33	-1.9	2
O=C1NC(=O)C(CC(=O)N(Cc2ccco2)C2(C(=O)NC3CCCCC3)CCCCC2)N1 (stereo not drawn)	5	0	7	0	2	8	8	0.4	-1
COc1ccc(C(=O)CC(=O)c2ccc(C)cc2)c(O)c1	2	1	-10	-9	5	30	18	-2.2	-3
CCOC(=O)[C@H]1[C@H]2COc3ccccc3[C@@H]2N2C(=O)c3cc(C)ccc3NC(=O)[C@@]12C	19	-1	6	1	9	13	10	1.4	4
CCOc1ccccc1C1CC(=O)Nc2cc3c(cc21)OCO3 (stereo not drawn)	19	-3	0	-1	12	10	7	13	1
O=C(c1ccc(-n2c(SCc3cc(F)ccc3F)nc3ccccc3c2=O)cc1)N1CCOCC1	16	0	-13	-9	22	11	10	0.0	-1
CCC1CCCCN1S(=O)(=O)c1ccccc1 (stereo not drawn)	-11	0	7	0	-5	-2	8	-0.1	-4
CCN1CCN(P2(=O)C=C(c3ccccc3)OC(c3ccccc3)=C2)CC1	-3	-1	-8	-1	-9	-7	9	0.2	0
COc1ccc(/C=C(/NC(=O)c2ccco2)C(=O)N2CCOCC2)cc1	-9	-1	17	1	5	-1	5	-1.3	0
Cc1onc(-c2c(Cl)cccc2Cl)c1NC(=O)NNc1ccccn1	-9	-2	7	1	-2	-9	-2	-1.9	-5
C#CCOCCOCCOCCNc1nc(N2CCN(C(=O)CCCCCCCCCCNC(=O)[C@@H](CCSC)n3cc(CCO)nn3)CC2)nc(N2CCN(C(=O)CCCCCCCCCCNC(=O)[C@H](CO)n3cc(CCCCCN)nn3)CC2)n1	25	-5	1	4	20	18	20	-7.9	-1
O=C(CCN1C(=O)/C(=C/c2ccco2)SC1=S)Nc1ccc(C(=O)O)c(O)c1	4	0	-16	-3	-10	9	7	0.0	-2
CCCC(=O)c1ccc(N2CCCC2)c(F)c1	15	1	3	2	4	13	55*	2.0	1
CCOC(=O)c1cnc2cc(C)nn2c1C	9	-4	-9	1	-3	14	11	-7.8	-2
COCCNC(=O)CN(C(=O)c1ccc(N2CCCC2)nc1)c1ccccc1	18	-1	13	1	-7	-5	5	0.5	-2
CN(C)S(=O)(=O)Oc1ccc(C(=O)Nc2ccc([N+](=O)[O-])cc2)cc1	6	3	5	0	6	-24	0	8.8	-3
CCCCC(CC)COC(=O)C(C#N)=C(c1ccccc1)c1ccccc1 (stereo not drawn)	2	-7	19	-1	-8	26	21	2.1	-5
CC(=O)c1cccc(NC(=S)NC(=O)c2ccccc2C)c1	29	-6	20	-2	3	16	8	1.9	-2
O=S(=O)(Nc1ccc(-c2nc3cccnc3s2)cc1)c1ccc(Cl)s1	32	-3	4	3	16	40	35	5.9	2
NC(=O)C1(N2CCCCC2)CCN(C(=O)CCCn2c(=O)[nH]c3ccsc3c2=O)CC1	-18	0	6	2	-1	2	6	-0.8	-1
Cc1ccccc1CN1CCc2c(OCC(=O)N3CCCCC3)cccc2C1=O	23	2	-5	-1	16	16	0	0.2	0
COc1ccc2c(C(=O)CN(C)C3CCCCC3)c[nH]c2c1	10	-1	5	-3	7	5	6	-6.1	-2
CCc1[nH]nc(C(=O)N2CCCC(C(=O)c3cccc(C(F)(F)F)c3)C2)c1C (stereo not drawn)	9	1	-3	1	4	17	7	4.6	0
C=CCN(c1ccccc1C(=O)NCC(=O)O)S(=O)(=O)c1ccccc1C	4	-2	12	-2	10	12	10	1.3	-1
Cn1cc(S(=O)(=O)N2CCNCC2)cc1C(N)=O	6	2	-15	0	9	18	27	-1.0	-2
Cc1nc(CC(=O)c2ccc(O)cc2O)cs1	8	-3	-4	0	-6	9	1	0.3	1
COc1cc(/C=C(\C#N)c2nc3ccccc3[nH]2)cc(Br)c1OCc1ccc(F)cc1	11	-3	-16	-3	15	8	12	20	6
O=C(COc1ccc2c(c1)oc(=O)c1ccccc12)NCC1CCC(C(=O)O)CC1 (stereo not drawn)	-9	3	-37	1	2	-10	7	-0.5	-2
CCOc1ccccc1NC(=O)CCCNC(=O)c1ccc(Cl)cc1	-2	8	11	0	-1	5	17	-2.2	0
N#CC1=C(N)NC(SCC(=O)Nc2ccccc2)=C(C#N)C12CCCC2	8	-4	11	2	-4	4	8	-4.0	1
O=C(Nc1cccc2c1N(C(=O)c1ccco1)CCC2)c1ccco1	21	-2	-8	-7	-16	1	3	-0.5	-3
CC(C)C(NC(=O)c1c(F)cccc1F)C(=O)OCN1C(=O)c2ccccc2C1=O (stereo not drawn)	16	-5	1	2	14	26	6	-0.2	-5
CCc1ccccc1NC(=O)COc1ccc2c(=O)c(Oc3cc(C)ccc3C)coc2c1	-12	-4	-7	-2	-21	-19	5	0.7	-3
Cc1cccc(C(=O)N2c3ccccc3C(=O)OC2c2ccc3c(c2)OCO3)c1 (stereo not drawn)	24	1	21	0	17	44	19	-0.6	1
O=C(CN(Cc1ccccc1Cl)C(=O)c1ccc(CN2CCOCC2)o1)NCc1ccccc1	10	0	-16	2	1	8	10	0.5	-2
CCNC(=O)NC(=O)C(C)OC(=O)C1CCN(S(=O)(=O)c2ccccc2C(=O)OC)CC1 (stereo not drawn)	5	4	-29	-1	1	21	-1	0.7	-3
O=C(Nc1cc(Cl)cc(Cl)c1)c1cccc(OC(F)F)c1	79*	-6	-2	25*	68*	85*	5	96*	-2
CC(C1CC1)N(C(=O)c1ccccc1[N+](=O)[O-])c1ccccc1 (stereo not drawn)	22	0	-13	0	15	31	4	-1.9	1
COc1ccccc1CNS(=O)(=O)c1ccc2c(c1)NC(=O)C(C)S2 (stereo not drawn)	25	-4	-19	0	-6	7	3	-0.4	-3

Carrying on.
SMILES	tim10-1 inh	beta cell repl	APJ antag	GRIN3A LBD mod	TIM10 inh	tim23-1 inh	NLRP3 yeast inh	MPTP block	APJ agonist
Cn1cccc1C(=O)OCC(=O)Nc1ccc2c(c1)OCCO2	-21	-4	6	0	-6	8	21	-0.4	-7
O=Cc1ccc(-n2nncc2-c2ccc([N+](=O)[O-])cc2)cc1	15	0	-29	1	16	1	7	-2.7	7
O=C(COC(=O)c1nc(Cl)ccc1Cl)NCc1ccc(Cl)cc1Cl	18	2	23	-3	-5	37	14	-1.7	0
Cc1cc(C(=O)N2CCCC(N3CCN(c4cccc(Cl)c4)CC3)C2)nn1C (stereo not drawn)	4	-1	7	-1	1	2	12	0.7	11
Cn1c(=O)n(CCC(=O)O)c2ccccc21	5	-4	-17	-1	1	12	-3	-1.1	10
COc1ccc(-c2c(C)nn3c(NC4CCCC4)cc(C)nc23)cc1OC	44*	-1	4	-1	9	42	2	-0.3	-1
Cc1ccc(NC(=O)/C=C/c2ccc(Cl)cc2)nc1	-17	-3	7	-2	-4	-6	23	-2.1	-2
